Screens (PubChem)
CHO parental Ca: signal in parental CHO cells, OX1R antagonist counter-screen; parental CHO-K1, ATP-induced calcium, Fluo-8 fluorescence; inhibition, % at 5.6 µM; 330,000 compounds, 0.63% hits; AID 463079;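 active means inhibition above that plate's mean sample inhibition plus 3 SD, cut at about 26% in these data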;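 further: 0% = ATP-challenged DMSO wells and 100% = DMSO wells without ATP; some compounds past the cut are filed as inactive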
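Assay system: untransfected parental CHO cell line. Also added: ATP agonist challenge. Dosing: one dose, 5.6 µM nominal. Measured by: Fluo-8 fluorescence. Read-out: % inhibition. Benchmarks: ATP wells versus no-ATP DMSO wells. Repeats: no replicates.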
M1 ag parental: M1 agonist counterscreen hit in parental CHO-K1 cells; activation, % at 3 µM; 360,000 compounds, 0.48% hits; Fluo-8 calcium fluorescence; scaled to maximal ATP response, vehicle zero; in the data active means activation above about 15%;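 further: untransfected CHO-K1 host cells lacking M1 receptor as counterscreen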
OXTR potentiate: human OXTR potentiation; AID 2445; P30559; 320,000 compounds, 0.061% hits; activation, % at 3 µM; CHO-OTR cells, Fluo-8 calcium fluorescence, potentiator mode; 0% = oxytocin EC15, 100% = EC100;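 active means activation above that plate's cutoff, the mean activation of tested compounds plus 3 SD, cut at about 6.6% in these data, passing the limit was not always enough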;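 further: 100% uses oxytocin at 75 nM as the full agonist control; some results filed as inactive read as strong as hits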
Target sequence (P30559 whole entry, looked up): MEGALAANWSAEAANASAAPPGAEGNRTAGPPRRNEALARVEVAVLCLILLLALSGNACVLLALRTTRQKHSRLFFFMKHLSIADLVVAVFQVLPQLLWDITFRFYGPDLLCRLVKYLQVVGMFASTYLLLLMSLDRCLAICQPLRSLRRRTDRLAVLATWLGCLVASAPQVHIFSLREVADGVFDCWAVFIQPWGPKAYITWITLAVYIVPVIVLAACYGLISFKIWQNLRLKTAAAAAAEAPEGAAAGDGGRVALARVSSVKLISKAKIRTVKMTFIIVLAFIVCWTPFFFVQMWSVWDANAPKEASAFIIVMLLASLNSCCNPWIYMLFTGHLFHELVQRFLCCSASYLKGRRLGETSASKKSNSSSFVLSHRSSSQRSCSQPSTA
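Assay system: CHO-OTR cells, human receptor / Also added: oxytocin at about EC15, sub-maximal agonist stimulus / Dosing: single dose, 3.0 µM nominal final compound concentration / Incubation: 6 min pre-incubation, 100 s read / Technique: Fluo-8 calcium dye fluorescence / Read-out: % activation vs EC15 and EC100 oxytocin / Benchmarks: EC15 oxytocin low, 75 nM oxytocin high / Replicates: singlicate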
M1 antag: antagonists of human M1 muscarinic receptor; P11229; CHO-K1 hM1, Fluo-8 calcium fluorescence, ACh EC80 antagonist; inhibition, % at 3 µM; 360,000 compounds, 1.3% hits;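 active means percent inhibition above its own plate's cutoff, namely the mean of that plate's compound wells plus 3 SD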;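 further: peak over basal fluorescence ratio during 140 s after agonist addition; 0% = ACh EC80 plus DMSO and 100% = DMSO alone without agonist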
M1 ag: activates human CHRM1 receptor; P11229; CHO-K1 hM1, Fluo-8 calcium fluorescence, agonist mode; 0% DMSO, 100% acetylcholine EC100; activation, % at 3 µM; 360,000 compounds, 0.33% hits; AID 588814;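 active means activation above the run's mean compound activation plus 3 SD, cut at about 16% in these data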;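 further: peak over basal fluorescence ratio within a 140 s kinetic read after compound addition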
CHRM4 agonist: agonists of human muscarinic M4 receptor (CHRM4); P08173; CHO-K1 hM4/Gqi5, Fluo-8 calcium fluorescence; vehicle 0%, full acetylcholine response 100%; activation, % at 3 µM; 360,000 compounds, 0.14% hits; AID 624127;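 active means activation above the run mean over all test wells plus 3 SD, cut at about 32% in these data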;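 further: peak over basal fluorescence ratio per well then scaled between controls; 0% = DMSO wells and 100% = acetylcholine at EC100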
Target sequence (P08173 whole entry, looked up): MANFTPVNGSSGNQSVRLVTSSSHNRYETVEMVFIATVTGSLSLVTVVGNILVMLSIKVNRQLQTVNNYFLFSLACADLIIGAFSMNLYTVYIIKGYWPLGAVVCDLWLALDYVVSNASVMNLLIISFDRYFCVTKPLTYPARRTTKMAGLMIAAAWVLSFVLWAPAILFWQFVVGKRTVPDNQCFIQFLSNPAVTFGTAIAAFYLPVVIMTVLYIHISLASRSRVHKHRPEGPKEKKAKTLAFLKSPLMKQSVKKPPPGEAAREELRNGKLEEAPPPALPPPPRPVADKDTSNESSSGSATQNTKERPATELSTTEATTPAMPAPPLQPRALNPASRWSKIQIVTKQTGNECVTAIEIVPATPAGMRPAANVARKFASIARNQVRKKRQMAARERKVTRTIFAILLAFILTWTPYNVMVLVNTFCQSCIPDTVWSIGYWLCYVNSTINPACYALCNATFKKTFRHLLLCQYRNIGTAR
CHO-K1 Ca antag: nonselective inhibitor or artifact in parental CHO-K1 cells. ATP-induced calcium, Fluo-8 fluorescence. inhibition, % at 3 µM. 360,000 compounds, 0.6% hits. AID 602250;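 active means inhibition above a per-plate cutoff, the plate's mean sample inhibition plus 3 SD, cut at about 24% in these data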;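 further: 0% = DMSO plus EC80 ATP and 100% = DMSO alone without ATP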
M4 antag: antagonists of human muscarinic M4 receptor (CHRM4); P08173; CHO-hM4 cells, ACh EC80, Fluo-8 calcium fluorescence; inhibition, % at 3 µM; 360,000 compounds, 0.73% hits; AID 624125;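 active means inhibition above its plate's cutoff, the mean inhibition of sample wells plus 3 SD, cut at about 27% in these data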;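 further: 0% = acetylcholine EC80 with DMSO and 100% = DMSO without agonist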
CHRM1 PAM: human CHRM1 positive allosteric modulation | P11229 | activation, % at 3 µM | CHO-K1 hM1, Fluo-8 calcium fluorescence, ACh EC20; 0% = ACh EC20, 100% = maximal ACh | AID 588819 | 360,000 compounds, 0.088% hits; in the data active means activation above about 19%, passing the limit was not always enough
* marks the source's active call; other numbers are inactive results; · = no result given.

molecule,M4 antag,CHO parental Ca,M1 ag parental,CHRM1 PAM,CHO-K1 Ca antag,M1 ag,CHRM4 agonist,M1 antag,OXTR potentiate
Cc1ccc(CSc2nnc(-c3cccc(S(=O)(=O)N4CCOCC4)c3)n2C2CCCC2)cc1,5.3,-13.0,0.5,2.0,-0.1,-5.4,-0.2,-1.3,-4.9
COc1ccc(C(=O)Nc2nc(N)n(-c3ccccc3)n2)cc1OC,14.2,-21.2,0.7,5.1,-8.0,-2.8,-0.2,-14.1,-1.8
COc1ccc(NC(=O)c2c(F)cccc2F)cc1S(=O)(=O)Nc1ccc(Br)cc1,-4.6,5.9,4.4,5.7,2.2,3.0,9.1,4.2,-13.2
COC(=O)C1(CCSC)NC(c2ccc(O)cc2)C2C(=O)N(c3ccc(F)cc3)C(=O)C21 (stereo not given),0.6,-18.3,1.7,-0.1,12.6,0.1,5.5,2.7,-4.0
O=C(O)C(CCCCN1C(=O)C2C3C=CC(C3)C2C1=O)N1C(=O)C2C3C=CC(C3)C2C1=O (stereo not given),3.0,2.9,0.1,1.9,-0.1,0.1,0.0,-24.9,-2.4
O=C(C1CC=CCC1)N1CCN(C(=O)C2CC=CCC2)CC1 (stereo not given),7.8,-3.2,0.0,-3.4,-13.9,-5.9,0.3,7.4,-7.5
CCc1ncc(C(O)c2cccc(OC)c2OC)n1C (stereo not given),-0.4,-10.1,-0.2,3.1,-13.6,-13.5,1.0,-3.8,-0.4
Cc1c(NC2=C(Cl)C(=O)N(c3ccccc3)C2=O)c(=O)n(-c2ccccc2)n1C,3.3,-20.7,0.3,4.7,-11.4,-4.3,0.2,-11.6,-8.9
COc1ccc(/C=C(\C#N)C(=O)NC(C)c2ccccc2)cc1O (stereo not given),-8.6,-11.4,7.2,17.8,-6.2,7.6,3.8,-10.6,-5.0
COc1ccc(-c2nnc(SC)nc2-c2ccc(OC)c([N+](=O)[O-])c2)cc1[N+](=O)[O-],-11.4,-2.5,0.4,2.1,-1.5,-1.0,2.1,-10.3,-12.4
O=C(Cn1cnc(S(=O)(=O)N2CCCC2)c1)Nc1ccc(OC(F)(F)F)cc1,1.2,-13.8,-0.5,6.8,0.8,-3.3,0.3,-13.0,-3.3
Cc1cccc(CN2C(=O)c3ccccc3Sc3ccc(C(=O)NCCN4CCOCC4)cc32)c1,-4.0,-18.9,1.5,4.3,-4.1,-4.1,5.5,7.3,-8.3
CC(C)CC(CC(C)C)=NNC(=O)c1ccc2c(c1)OCO2,-2.3,6.3,0.7,5.7,-15.5,-4.2,1.2,-0.8,-3.1
N#Cc1c(/N=C/C=C/c2ccccc2)sc2c1CCCC2,-4.7,-8.5,0.0,4.9,-9.6,-7.7,-0.1,-6.8,6.4
CN1C[C@@H]2C[C@@H](c3cccn3-c3nccs3)N3CCC[C@@]23C1=O,-24.4,-11.2,0.1,3.1,-15.3,-5.9,1.2,3.2,-13.3
Cc1cc(C)c(S(=O)(=O)N2CCN(S(=O)(=O)N3CCOCC3)CC2)c(C)c1,-8.2,-13.7,0.8,9.7,-4.7,-1.8,4.0,-10.9,-0.2
Cc1nc(SCc2cccc(F)c2)c2oc3ccccc3c2n1,-16.7,-21.3,0.3,1.3,-10.6,-1.1,0.0,7.7,-3.5
CCCn1nc(C(=O)NCc2ccc3c(c2)OCO3)c2ccccc2c1=O,-0.8,-8.9,-0.2,2.2,-8.2,-2.4,0.8,0.2,-10.8
Cc1ccc(-c2nc3sc4c(c3c(=O)n2N)CCCC4)cc1,7.0,-19.4,0.6,3.5,3.1,1.1,0.0,-3.2,-2.7
O=C(Nc1cnccn1)Nc1ccccc1F,1.2,-6.3,3.0,7.0,-4.3,-1.3,1.0,-9.2,-3.5
CC1(C)CC(=O)C(C=Nc2ccc(NC3=C(C#N)C(=O)CC(C)(C)C3)cc2)=C(O)C1,14.3,-17.1,0.3,8.2,-7.1,-13.6,-0.2,-5.2,0.3
c1nc(N2CCC3(CC2)OCCO3)c2[nH]cnc2n1,-10.6,0.4,-0.1,4.1,-3.6,-4.5,1.4,4.4,-10.7
Cc1cccc(C)c1NC(=S)N=Nc1c(O)n(C)c2ccc(S(=O)(=O)N3CCOCC3)cc12,6.1,-10.7,0.1,1.1,-7.8,-7.3,0.8,-5.4,-2.8
O=C(O)CC1(CC(=O)NCc2ccc(C(F)(F)F)cc2)CCCCC1,6.8,-0.9,-0.2,10.7,8.0,-5.1,0.0,-17.4,-9.1
Cc1nn(C)c(Cl)c1CN1CCC(CO)(CC2CCCCO2)CC1 (stereo not given),2.3,-11.8,0.1,-2.0,5.1,-9.4,0.8,-5.2,-5.2
O=C(Nc1ccccc1)c1cc2ccccc2[nH]1,-7.4,-5.1,-0.1,3.1,14.9,-1.1,0.4,1.4,-1.6
CCCCn1c(N)c(N(CCOC)C(=O)CSCc2ccc(C)cc2)c(=O)[nH]c1=O,4.8,-9.4,0.6,4.2,-8.3,-2.9,0.8,-6.0,0.5
COc1ccccc1CCc1nnc(CCC(=O)N(C)Cc2cccc3ncccc23)o1,-6.2,-11.9,3.2,1.2,-0.1,-2.7,9.0,-1.1,-11.2
O=C1C2CC=CCC2C(=O)N1c1nccs1 (stereo not given),-20.2,·,0.1,3.4,-3.8,-1.6,0.7,-7.5,·
O=C(O)CSc1c(-c2ccccc2)c2cc(Cl)ccc2[nH]c1=O,-4.2,-8.5,-0.2,2.4,13.2,-1.4,0.0,5.9,-4.8
O=C(NCc1ccccc1)C1=C[C@@H](C2CC2)C[C@@H](OCc2ccc(CO)cc2)O1,-5.8,-19.7,-0.1,-1.0,-4.8,-6.1,2.6,4.7,-3.0
O=C(CSc1ccccn1)Nc1cccc(S(=O)(=O)N2CCCC2)c1,-3.1,-12.9,1.9,17.4,-9.3,-0.6,4.0,-15.8,-3.6
COc1ccc(/C=C/C(=O)O)cc1S(=O)(=O)N1CCc2ccccc21,1.3,·,1.6,12.6,-4.6,-4.1,0.1,-15.2,·
O=C(Nc1cccc(C(=O)N2CCCCC2)c1)c1ccc(Cl)cc1,-0.9,-1.6,0.7,-6.0,13.2,-1.4,4.7,14.7,-6.1
CCOC(=O)c1c(S(=O)(=O)NCCCc2ccco2)c(C)n(C)c1C,2.2,-8.9,1.6,7.8,-14.6,-2.7,2.1,-7.7,5.7
CCCOc1ccccc1C(=O)N(Cc1ccco1)C1CCS(=O)(=O)C1 (stereo not given),0.6,-17.7,0.1,4.7,-11.0,-3.1,1.2,-36.5,-5.5
COc1ccc(C2C(C(=O)NCc3ccccn3)c3cc(OC)c(OC)cc3C(=O)N2C)cc1 (stereo not given),-1.2,-6.3,-0.1,7.2,2.9,-3.6,1.6,-1.4,-6.4
O=C(NNc1cccc(Cl)n1)Nc1ccccc1,4.8,-6.3,0.8,12.4,-4.6,0.8,-0.3,-8.1,-14.8
COc1ccc(NC(=O)CSc2nnc(-c3ccccc3C)n2N)cc1,-6.4,-13.7,0.3,10.9,-10.0,-4.2,0.6,-5.9,-3.4
Cc1ccc2c(c1)[C@@H]1[C@H](CO2)[C@H](c2ccccc2)[C@]2(C)C(=O)N[C@H](C)C(=O)N12,5.3,-20.2,-0.3,-2.7,-2.3,0.2,0.4,1.6,-2.4
COc1ccc(C)cc1NC(=O)Cc1c(C(=O)O)n(C)c2ccccc12,13.9,-8.8,1.1,2.0,-2.7,-5.0,-0.3,-3.5,-5.0
COc1cccc(/C=C(\C#N)c2nc3ccc(C)cc3[nH]2)c1OCC(=O)O,4.5,0.2,0.1,-5.5,-4.7,-0.1,1.1,14.9,-9.1
CN(CC(=O)Nc1cccc(F)c1)C(=O)/C=C/c1cc(Br)ccc1OC(F)F,5.2,-27.7,2.6,3.2,-2.9,8.4,3.7,-3.3,-4.5
CCOC(CNC(=O)c1cccn2c(=O)c3cc(Cl)ccc3nc12)OCC,10.2,-33.0,-0.5,-3.1,-13.7,-7.4,-2.1,0.0,-7.7
CCOC(=O)c1cc(-c2cc3ccccc3o2)nc2c1c(=O)[nH]c(=O)n2CCOC,0.9,2.8,-0.2,-0.1,-5.7,-3.0,0.5,-16.2,-13.9
CCc1nc(SCC(=O)NCC2CCCO2)c2oc3ccccc3c2n1 (stereo not given),2.5,-34.6,1.1,-1.2,-0.6,-0.6,3.6,-0.5,-13.6
Cc1nn(CC(=O)Nc2cccc(O)c2)c(=O)c2ccccc12,7.0,·,2.2,7.7,0.0,-0.7,1.1,-8.9,·
OCCCNc1ncnc2[nH]ncc12,1.6,·,0.4,-6.3,-1.4,-2.7,1.2,11.2,·
O=C(NCCc1ccccc1)c1ccco1,7.4,-13.8,6.9,10.4,3.9,-3.2,0.1,-14.2,-2.5
O=C(/C=C/c1cccc(F)c1)OCC(=O)N1CCc2ccccc21,3.1,-8.6,0.0,0.5,-12.7,-4.9,-0.1,5.7,3.0
CCCCn1c(N)c(N(CCC(C)C)C(=O)C(C)N2C(=O)c3ccccc3C2=O)c(=O)[nH]c1=O (stereo not given),-20.7,-21.4,0.6,19.5,-13.8,-0.3,0.0,-19.0,-0.3
CCOC(=O)C1C(C(=O)OCC)C2C(=O)C3C(C(=O)OCC)C(C(=O)OCC)C3C(=O)C12 (stereo not given),4.7,·,0.8,1.3,-8.4,0.9,1.5,-14.8,·
COc1ccc(/C=C(/NC(=O)c2ccccc2Cl)C(=O)NCCCC(=O)O)cc1,2.4,-14.1,0.3,11.4,-10.4,-1.1,1.6,-16.3,-6.4
CCc1cc(-c2n[nH]c(C)c2-c2nc3ccccc3n2C)c(O)c(CN2CCN(C)CC2)c1O,-3.8,-5.6,0.6,6.6,-8.6,-5.8,3.5,-23.6,-2.1
COc1ccc2[nH]c(=O)c(CN(c3ccccc3)S(=O)(=O)c3ccccc3)cc2c1,-13.1,-28.6,3.0,-0.5,-8.3,-1.5,8.3,2.7,-4.2
O=C(Nc1c2c(nn1-c1ccc([N+](=O)[O-])cc1)CS(=O)(=O)C2)c1cccs1,-6.9,-4.2,2.5,3.3,-2.0,2.8,7.4,-6.0,-23.1
c1ccc2oc(-c3csc(NCC4CCCO4)n3)cc2c1 (stereo not given),-1.3,-8.9,1.6,-1.0,-4.0,-6.6,1.7,1.8,-4.4
COc1ccc(CCNC(=O)C2CC2)cc1,-3.9,-3.0,-0.2,7.2,27.9*,0.8,-0.1,-7.7,1.4
